Source: PubChem (several laboratories)
NF-kB expr up: compounds increasing NF-kB expression in human neuronal cells | NF-kB reporter expression; hits give high values | fold change at 12.5 µM | actives 1.6% (n = 190,000) | AID 1239; in the data active = fold change above about 3.3
DTT redox prof: compounds producing H2O2 with reducing agent – biochemical, NIH compound library profiling, artefact control for MLSCN library redox annotation, primary screen. DTT-dependent redox cycling H2O2, phenol red/HRP absorbance; 100% = 100 µM peroxide control, 0% = buffer. actives 0.03% (n = 200,000). activation, % at 10 µM;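 active = activation of at least 50% relative to the plate's high and low controls in the primary single-dose screen; inactive = activation below 50%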;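 note: compound incubated with DTT at 0.8 mM final as the reducing agent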
FLuc inhib CS: Photinus pyralis luciferase inhibition counter-screen. inhibition, % at 10 µM. actives 1.5% (n = 200,000). ATPLite firefly luciferase biochemical luminescence, 10 min. P08659;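 active = inhibition above about 50% when tested at 10 µM, limit read from the data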
Target sequence (P08659 whole entry, looked up): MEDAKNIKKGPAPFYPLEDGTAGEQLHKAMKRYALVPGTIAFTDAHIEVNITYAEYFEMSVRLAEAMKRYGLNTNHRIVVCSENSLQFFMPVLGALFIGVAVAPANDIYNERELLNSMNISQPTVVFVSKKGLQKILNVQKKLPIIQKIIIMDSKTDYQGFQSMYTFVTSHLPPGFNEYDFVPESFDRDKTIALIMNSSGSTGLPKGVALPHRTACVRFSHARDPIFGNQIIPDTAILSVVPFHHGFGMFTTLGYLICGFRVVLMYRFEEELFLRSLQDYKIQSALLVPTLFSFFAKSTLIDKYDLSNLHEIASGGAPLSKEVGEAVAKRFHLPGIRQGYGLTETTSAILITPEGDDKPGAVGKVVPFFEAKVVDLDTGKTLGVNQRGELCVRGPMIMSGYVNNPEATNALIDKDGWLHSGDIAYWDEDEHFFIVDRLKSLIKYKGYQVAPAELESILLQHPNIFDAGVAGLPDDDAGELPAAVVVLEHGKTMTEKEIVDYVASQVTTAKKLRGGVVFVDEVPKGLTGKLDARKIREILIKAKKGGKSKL
STAT1 activator: increases IFN-gamma driven STAT1 reporter signal | AID 932 | NIH 3T3 STAT1-luciferase reporter, luminescence; 100% = IFN-gamma alone, no compound | activation (% of control), % at 5.5 µM | actives 2.6% (n = 200,000);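 active = activation above the screen-wide mean activation plus 3 SD, cut at about 130% in these data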;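 note: raw ratio to IFN-gamma control signal so 100% means no change and 0% no light; values of inactives mirror those of a sister screen read the other way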
FLuc stim CS: affects firefly luciferase, flagging false hits in luciferase stimulation screens | P08659 | ATPlite luciferase biochemical, luminescence, 10 min; 0 = ATP-free wells, 1 = DMSO control | activation factor at 10 µM | 200,000 tested, under 10 active | AID 1027;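 active = luciferase activation factor, scaled between plate controls, of at least 2 with compound at 10 µM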
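test system = cell-free luciferase reagent | medium = PBS as buffer for the ATP substrate | dosing = test compounds dosed from 2 mM stocks in 100% DMSO | incubation = 10 min at ambient temperature | detection = luminescence measurement of luciferase light output | benchmarks = low control with PBS replacing ATP, high control enzyme plus ATP without compound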
Efa HMGR inh: blocks class II HMG-CoA reductase of Enterococcus faecalis; purified E. faecalis HMGR, NADPH absorbance 340 nm kinetic; inhibition, % at 10 µM; actives 0.41% (n = 190,000); AID 1066;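 active = inhibition above a set limit, the median over all tested compounds plus 3 SD, cut at about 9.5% in these data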;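 note: enzyme runs in reverse so mevalonate oxidation gives rising NADPH absorbance; 0% = complete reaction with DMSO and 100% = background rate lacking mevalonate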
APP 5UTR inh: APP translation inhibition; SH-SY5Y APP 5'UTR-luciferase reporter, luminescence; inhibition, % at 2 µM; actives 0.82% (n = 190,000); AID 1285;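 active = inhibition above a set limit, derived from the sample mean plus 3 SD, cut at about 45% in these data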; note: values of inactives mirror those of a sister screen read the other way
G6PDH CS: inhibits Leuconostoc G6PDH, flagging false hits in G6PDH-based assays; AID 1020; actives 0.12% (n = 200,000); Purified L. mesenteroides G6PDH, diaphorase/resazurin coupled fluorescence, 45 min; inhibition, % at 5 µM; in the data active = inhibition above about 50%
Hsp70 activator: Hsp70 transcriptional activation, primary screen; activation, % at 10 µM; HeLa Hsp70 promoter luciferase reporter, luminescence; scaled: vehicle 0, proteasome-inhibitor control 100%; actives 0.04% (n = 200,000); AID 1203;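 active = activation above the mean across all tested compounds plus 3 SD, cutoff set per campaign, cut at about 5.5% in these data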;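 note: 100% = MG132 at 30 µM as the positive control and 0% = DMSO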
APP 5'UTR act: APP 5'UTR luciferase reporter activation; SH-SY5Y APP 5'UTR luciferase reporter, luminescence; zero percent = DMSO vehicle wells; activation, % at 2 µM; actives 1% (n = 190,000); AID 1276;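 active = activation above a set limit, based on mean plus 3 SD of controls, cut at about 140% in these data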; note: values of inactives mirror those of a sister screen read the other way
An asterisk follows results filed as active; / = no result given. Outcome played no part in choosing rows; any-hit rate near 5.3%.

cpd	SMILES	NF-kB expr up	DTT redox prof	FLuc inhib CS	STAT1 activator	FLuc stim CS	Efa HMGR inh	APP 5UTR inh	G6PDH CS	Hsp70 activator	APP 5'UTR act
1	CN1C(=O)CSC1=NC12CC3CC(CC(C3)C1)C2	0.79	0.3	-1	103	1	1	-7	2	-0.3	7
2	COc1ccccc1C(=O)N/C(=C\c1ccc(Br)cc1)C(=O)NCCCO	1.2	0.6	-5	94	1.1	-7	32	8	-0.3	-32
3	Cn1c(N2C(=O)CC(Cc3ccccc3)C2=O)nc2ccccc21 (configuration not stated)	1.1	0.6	-6	101	1.1	-6	8	5	0.0	-7
4	FC(F)(F)c1cccc(Cc2noc(CN3CCC(N4CCCCC4)CC3)n2)c1	1.2	0.4	-6	95	1.1	1	-15	3	-0.2	15
5	CC1CCN(CCC(=O)Nc2ccc(Cl)cc2)CC1	1.1	0.0	-3	98	1	-2	-9	8	-0.2	9
6	Nc1c(C(=O)NCc2ccc(F)cc2)c2nc3ccccc3nc2n1CCCN1CCOCC1	0.58	0.0	-9	110	1.1	-4	-1	28	0.1	1
7	CC(C)C(NC(=O)CC12CC3CC(CC(C3)C1)C2)C(=O)O (configuration not stated)	1.3	1.5	-2	108	1	-4	2	5	-0.3	-2
8	COc1ccc(NC(=O)N/C=C/c2ccc(Cl)cc2)cc1	1.1	-0.3	0	118	1	0	-16	5	-0.1	16
9	CC(/C=N/N1CCN(c2ccccc2)CC1)=C\c1ccccc1	1.6	-2.6	-4	102	1	-7	-2	-2	0.3	2
10	CCOc1ccc(C(=O)c2cc3ccc(O)cc3oc2=O)cc1	0.91	-0.6	-1	105	1	0	4	9	-0.4	-4
11	O=C(N/C(=C\c1cn(-c2ccccc2)nc1-c1ccc(Cl)cc1)C(=O)N1CCOCC1)c1ccccc1	1.2	0.8	-4	110	1	-4	-5	-12	-0.3	5
12	Cc1cc2n(n1)C(c1ccc(O)cc1)Nc1ccccc1-2 (configuration not stated)	0.84	2.3	0	104	1	-1	-8	8	-0.4	8
13	CCOC(=O)Cc1csc(NC(=O)C(NC(=O)C2CCCCC2)C(C)C)n1 (configuration not stated)	0.99	-1.0	-4	101	1	-2	-16	11	-0.2	16
14	N#Cc1cc2c(nc1SCC(O)CS(=O)(=O)Cc1ccc(Cl)cc1)CCCC2 (configuration not stated)	0.73	0.1	2	98	1	2	-5	0	-0.3	5
15	CC(CNCC1CCCO1)COc1cccc2ccccc12 (configuration not stated)	0.98	-3.8	-9	98	1.1	0	0	-22	0.4	0
16	CCOC(=O)CCC(=O)Nc1ccc([N+](=O)[O-])cc1C	1.1	-0.1	-5	102	1.1	-9	8	7	-0.4	-8
17	COc1ccc(N2C(=O)CC(N(Cc3ccco3)C(=O)CCC(=O)O)C2=O)cc1 (configuration not stated)	0.98	0.5	-3	100	1	0	13	6	-0.2	-13
18	N#Cc1c(N)nc2c(c1-c1cccc(O)c1)CCCCCC2	1	1.4	-7	107	1.1	-1	-6	5	-0.3	6
19	CCOc1nc(NCc2ccco2)nc(Nc2ccccc2F)n1	1.4	0.8	-1	115	1	13*	-38	3	-0.5	38
20	Cc1cc(NC(=O)COc2nnc(-c3ccccc3)c3ccccc23)no1	1.1	0.7	-7	97	1.1	-4	-13	6	0.0	13
21	Cc1ccc(C(C#N)c2ccc3c(C(F)(F)F)cc(C(F)(F)F)nc3n2)cc1 (configuration not stated)	0.72	1.3	-1	99	1	-2	5	4	-0.2	-5
22	c1ccc2[nH]c(CSc3nc4ccccc4o3)nc2c1	1.1	-0.8	6	98	0.9	-1	-25	26	0.4	25
23	CCN1c2ccccc2-c2nc3ccccc3n2C1c1ccco1 (configuration not stated)	0.86	1.9	-5	90	1.1	-2	-1	1	-0.3	1
24	O=C(/C(=C/O)N=Nc1ccccc1)c1ccco1	1.1	-0.2	3	99	1	-2	2	9	1.1	-2
25	Cc1ccc(C)c(NC(=O)C(Sc2nncn2C)c2ccccc2)c1 (configuration not stated)	0.98	1.5	-2	96	1	-1	-9	7	-0.1	9
26	CCc1ccc(CN2CCC(CO)(CC3CCCCO3)CC2)o1 (configuration not stated)	1.1	0.2	-7	94	1.1	-10	-7	4	0.2	7
27	CCOC(=O)c1ccc(NC(=O)COC)cc1	1.7	-2.7	0	106	1	-7	-18	-4	0.0	18
28	COc1ccc(-c2nc(C#N)c(NCC3CCCO3)o2)cc1OC (configuration not stated)	1.4	0.5	5	107	0.9	0	-29	6	0.4	29
29	O=C1NC2(CCCc3ccccc32)C(=O)N1CCOc1ccc(Br)cc1 (configuration not stated)	1.1	0.8	-9	100	1.1	0	-2	-5	-0.1	2
30	c1ccc2[nH]c(NCc3ccc4c(c3)OCO4)nc2c1	2.9	0.0	82*	109	0.2	-2	-75	10	-0.2	75
31	COc1ccc(N2CC(C(=O)Nc3ccc(S(=O)(=O)Nc4nccs4)cc3)CC2=O)cc1 (configuration not stated)	0.95	-0.6	5	96	0.9	1	15	9	-0.5	-15
32	O=c1nc(-c2ccccc2)n(-c2ccccc2)c2ncccc12	1.3	-2.9	-4	103	1	-7	6	10	-0.1	-6
33	Cc1cc(NC(=O)C2CC(=O)OC2c2ccccc2)no1 (configuration not stated)	1.1	-1.0	-4	106	1	1	-11	10	0.0	11
34	Cc1cc(NC(=O)CSc2nnc3c(C)cc4ccccc4n23)no1	1.3	3.0	-4	102	1	-7	-4	3	0.1	5
35	CN(Cc1ncc[nH]1)C(=O)c1cc(COc2c(F)cccc2F)on1	1.3	-1.3	-3	98	1	-6	-7	4	-0.4	7
36	CC(C)(C)NC(=O)/C(=C/c1ccccc1F)NC(=O)c1ccc([N+](=O)[O-])cc1	1.3	-0.1	-5	100	1	2	11	4	-0.3	-11
37	O=C(CCC1CCCN(C(=O)Cn2cnnn2)C1)NCc1ccccc1F (configuration not stated)	1.1	-1.6	-9	97	1.1	-3	-18	3	-0.1	18
38	CN=C1SC(CC(=O)Nc2ccc(C(C)=O)cc2)C(=O)N1C (configuration not stated)	/	0.8	/	103	/	/	-19	/	0.2	19
39	CCOCC(O)CNc1ccccc1 (configuration not stated)	1.1	-0.4	-1	106	1	-7	1	-4	-0.2	-1
40	CCN(CC)CCN1C(=O)c2ccccc2NC1c1ccc(Br)cc1 (configuration not stated)	1	0.0	2	99	1	-3	-31	6	-0.1	31

Sorted by heavy-atom count (high to low): part of the list above.
cpd	SMILES	NF-kB expr up	DTT redox prof	FLuc inhib CS	STAT1 activator	FLuc stim CS	Efa HMGR inh	APP 5UTR inh	G6PDH CS	Hsp70 activator	APP 5'UTR act
36	CC(C)(C)NC(=O)/C(=C/c1ccccc1F)NC(=O)c1ccc([N+](=O)[O-])cc1	1.3	-0.1	-5	100	1	2	11	4	-0.3	-11
37	O=C(CCC1CCCN(C(=O)Cn2cnnn2)C1)NCc1ccccc1F (configuration not stated)	1.1	-1.6	-9	97	1.1	-3	-18	3	-0.1	18
40	CCN(CC)CCN1C(=O)c2ccccc2NC1c1ccc(Br)cc1 (configuration not stated)	1	0.0	2	99	1	-3	-31	6	-0.1	31
32	O=c1nc(-c2ccccc2)n(-c2ccccc2)c2ncccc12	1.3	-2.9	-4	103	1	-7	6	10	-0.1	-6
33	Cc1cc(NC(=O)C2CC(=O)OC2c2ccccc2)no1 (configuration not stated)	1.1	-1.0	-4	106	1	1	-11	10	0.0	11
39	CCOCC(O)CNc1ccccc1 (configuration not stated)	1.1	-0.4	-1	106	1	-7	1	-4	-0.2	-1

(more compounds)
cpd	SMILES	NF-kB expr up	DTT redox prof	FLuc inhib CS	STAT1 activator	FLuc stim CS	Efa HMGR inh	APP 5UTR inh	G6PDH CS	Hsp70 activator	APP 5'UTR act
41	CS(=O)(=O)N(CC(=O)Nc1cccc(Cl)c1Cl)c1ccccc1	1.1	0.3	-5	97	1.1	-3	-9	8	-0.3	9
42	CCCCNC(=O)Cn1c2c(c(-c3ccccc3Cl)cc1=O)CCC2	0.95	-3.3	-4	89	1	1	2	-4	-0.3	-2
43	O=C1C2ON(c3ccccc3)C(c3ccncc3)C2C(=O)N1c1ccc(N2CCOCC2)cc1 (configuration not stated)	1	0.2	-10	101	1.1	3	7	5	0.0	-7
44	Cc1cccc(C)c1N1CCN(C(=O)Nc2ccc3c(c2)OCCO3)CC1	1.3	2.0	14	111	0.9	0	-55	2	0.0	55
45	CCOC(=O)N1CCN(C(=O)CN(C)S(=O)(=O)c2ccc3c(c2)C(C)(C)C(=O)N3C)CC1	1.1	-0.2	-5	98	1	-3	-20	6	0.0	20
46	COc1ccc(-c2ccc(SCC(=O)NCc3ccco3)nn2)cc1OC	1	3.8	10	103	0.9	-4	-20	2	-0.1	20
47	Cc1c(-c2n[nH]c(=S)n2-c2ccc(Br)cc2)nnn1-c1ccc(Cl)cc1	1.1	-1.0	-9	98	1.1	-3	-2	4	-0.4	2
48	Cn1c(=O)c2c(ncn2CCc2ccccc2)n(C)c1=O	1	-0.1	-8	101	1.1	-6	-8	14	-0.1	8
49	CN=C(C)c1c(O)c2ccccc2oc1=O	1.3	0.2	3	103	1	-8	-7	14	-0.2	7
50	Cc1ccc(NC(=S)NNc2ncc(C(F)(F)F)cc2Cl)c(C)c1	0.91	0.8	-8	86	1.1	-4	/	0	-0.1	/
51	COc1ccc(/C=N/n2cnnc2)cc1COc1ccccn1	0.99	-0.2	-6	101	1.1	-1	0	-10	0.0	0
52	CCOc1ccc(C(=O)CSCCC(=O)O)cc1	0.78	-0.1	0	80	1	3	38	6	-0.3	-38
53	O=C1c2cccc3cccc(c23)C(=O)N1c1nccs1	1.1	0.6	-5	105	1.1	-12	7	12	0.0	-7
54	CN1CCN(NC(=O)c2ccc(Br)c(S(=O)(=O)N3CCOCC3)c2)CC1	0.94	-0.1	-3	91	1	-3	2	1	-0.3	-2
55	CN(C(=O)CSc1nc2c(c(=O)[nH]1)CCCC2)C1CCCCC1	1.3	1.4	-1	99	1	0	-2	14	-0.2	2
56	Cc1cccc(NCC(=O)N/N=C\c2cccc(Oc3ccccc3)c2)c1	0.94	0.6	-3	104	1	1	19	-11	-0.5	-19
57	COc1ccc(S(=O)(=O)N2CCN(CC(=O)Nc3ccc(F)c(F)c3)CC2)cc1	1.1	2.1	-8	103	1.1	3	-1	-1	-0.1	1
58	O=C(CSc1nc2ccccc2o1)N1CCN(C(=O)c2ccco2)CC1	1.1	2.1	2	100	1	1	-9	-14	-0.1	9
